CCR6 antagonist – CCR6 (human) receptor antagonism; P51684; CHO-K1 CCR6 PathHunter beta-arrestin, luminescence, CCL20-stimulated; inhibition, % at 20 µM; 0.49% of 340,000 active; AID 493098;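 active = compounds whose inhibition of the agonist-driven luminescence signal at 20 µM reaches about 50%, limit read from the data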;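 note: cells stimulated with CCL20 at 14 nM final; plate controls were DMSO with CCL20 for no effect and DMSO without agonist for full effect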
APJ antagonist – APJ receptor antagonism | P35414 | AID 2521 | inhibition, % at 20 µM | 0.32% of 330,000 active | CHO-K1 APJ beta-arrestin complementation, luminescence;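 active = inhibition above about 40% at 20 µM, limit read from the data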;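 note: cells challenged with 10 nM apelin-13 agonist together with compound; plate controls were apelin-13 plus DMSO wells for no effect and DMSO wells lacking apelin-13 for full effect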
Target sequence (P35414 whole entry, looked up): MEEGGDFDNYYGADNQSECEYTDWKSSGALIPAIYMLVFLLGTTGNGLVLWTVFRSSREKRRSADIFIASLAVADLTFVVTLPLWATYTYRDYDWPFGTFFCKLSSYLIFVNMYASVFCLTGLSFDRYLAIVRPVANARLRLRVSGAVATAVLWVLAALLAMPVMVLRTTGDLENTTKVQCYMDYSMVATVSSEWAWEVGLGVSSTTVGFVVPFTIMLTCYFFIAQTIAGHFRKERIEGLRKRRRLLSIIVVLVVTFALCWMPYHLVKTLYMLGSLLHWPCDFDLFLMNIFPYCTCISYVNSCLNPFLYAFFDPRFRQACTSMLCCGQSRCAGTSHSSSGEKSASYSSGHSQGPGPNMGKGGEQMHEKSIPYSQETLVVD
697 NFkB inh – lowers PMA/ionomycin-induced NF-kB signal in 697 B cells; 697 B-cell NF-kB luciferase reporter, 16 h; inhibition, % at 4 µM; 0.33% of 330,000 active; in the data active = inhibition above about 35%
Gli-Sufu antag – antagonists of Gli-Sufu signaling; Sufu-KO-LIGHT fibroblasts, Gli luciferase reporter luminescence; inhibition, % at 5 µM; 0.74% of 340,000 active; AID 588413;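 active = inhibition above about 55%, limit read from the data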;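 note: 0% = DMSO-treated cells and 100% = wells with medium but no cells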
UBC13 inh – blocks human UBC13 polyubiquitin chain formation; P61088; TR-FRET; inhibition, % at 20 µM; 0.47% of 330,000 active; in the data active = inhibition above about 45%, passing the limit was not always enough
Target sequence (P61088 whole entry, looked up): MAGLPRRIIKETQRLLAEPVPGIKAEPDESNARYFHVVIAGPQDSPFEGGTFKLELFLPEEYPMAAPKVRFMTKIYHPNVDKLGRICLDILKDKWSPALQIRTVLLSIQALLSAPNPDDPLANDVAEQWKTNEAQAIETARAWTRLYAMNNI
Jurkat NFkB inh – lowers PMA/ionomycin-induced NF-kB signal in Jurkat cells | PMA/ionomycin-induced NF-kB luciferase reporter, luminescence | 0.53% of 330,000 active | AID 435003 | inhibition, % at 4 µM; in the data active = inhibition above about 50%
CXCR6 inh – blocks human CXCR6 beta-arrestin recruitment; AID 602244; inhibition, % at 20 µM; 0.36% of 360,000 active; CHO-K1 PathHunter CXCR6 beta-arrestin, luminescence; O00574; in the data active = inhibition above about 34%, passing the limit was not always enough;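 note: antagonist mode with CXCL16 agonist at 10 nM final; 0% = 10 nM CXCL16 with DMSO and 100% = unstimulated wells without agonist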
Target sequence (O00574 whole entry, looked up): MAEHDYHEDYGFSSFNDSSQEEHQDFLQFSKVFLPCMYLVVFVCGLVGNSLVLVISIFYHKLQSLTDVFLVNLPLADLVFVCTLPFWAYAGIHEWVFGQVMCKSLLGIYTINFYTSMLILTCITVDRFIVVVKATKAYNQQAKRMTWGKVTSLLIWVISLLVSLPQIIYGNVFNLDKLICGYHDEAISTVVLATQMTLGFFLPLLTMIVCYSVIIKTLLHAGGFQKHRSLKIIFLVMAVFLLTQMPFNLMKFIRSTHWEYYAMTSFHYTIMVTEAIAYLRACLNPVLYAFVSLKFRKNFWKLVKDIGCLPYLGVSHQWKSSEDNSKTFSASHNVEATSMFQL
EBI2 block – antagonists of human EBI2 receptor. EBI2 beta-arrestin recruitment, luminescence, 7a,25-OHC stimulated. AID 651636. P32249. inhibition, % at 5 µM. 0.81% of 360,000 active; in the data active = inhibition above about 38%;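 note: enzyme fragment complementation signal reports receptor beta-arrestin coupling in cells; 0% = agonist plus DMSO wells and 100% = wells without agonist; some results beyond the cut were filed as inactive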
Active calls of the source: *; / = not tested or not shown. Rows are unselected. Share with any hit: about 3%.

SMILES	CCR6 antagonist	APJ antagonist	697 NFkB inh	Gli-Sufu antag	UBC13 inh	Jurkat NFkB inh	CXCR6 inh	EBI2 block
CC(C)NC(=O)C1CCN(C2CCN(C(=O)Cc3ccc4c(c3)OCO4)CC2)CC1	3	-9	11	25	-2	-13	0	0
Cc1noc(/C=C/c2ccco2)c1S(=O)(=O)N1CCC(C(=O)N2CCc3ccccc32)CC1	23	9	9	-8	-19	2	9	14
O=C(CSc1nnc(CNc2ccc(F)cc2)n1-c1ccccc1)N1CCOCC1	1	14	-5	-12	-5	1	-18	-6
CCCS(=O)(=O)c1c(S(=O)(=O)CCC)c2cc(CC)ccn2c1C(=O)OC	11	23	-81	-6	0	-11	-4	2
Cc1ccccc1NC(=S)NCCSc1ccc(Cl)cc1	14	-6	-1	1	-5	4	1	8
CC(C)c1ccccc1NC(=S)NCCCn1ccnc1	11	-15	1	0	-7	-6	-4	5
CCN(CC)S(=O)(=O)c1ccc2c(c1)N(CC(=O)NCCc1ccc(S(N)(=O)=O)cc1)C(=O)CO2	2	-7	4	-3	3	2	1	-4
Cc1cccc(C(=O)Nc2ccc3ccccc3c2)c1	2	-10	-254	-93	-5	-178	-4	7
Cc1nn(-c2ccccc2)c(N)c1N=Nc1cccc(S(=O)(=O)N2CCOCC2)c1	25	12	8	-4	-30	21	8	5
CCOC(=O)Cn1c(=O)oc2cc(S(=O)(=O)NC(C)(C)CC)ccc21	-9	7	2	0	-3	-5	-4	-4
C/C(=N\NC(=O)c1ccn(C)n1)c1ccco1	14	17	-30	-40	2	-29	0	-4
CC(OC(=O)/C=C/c1ccc2ccccc2n1)C(=O)NCc1ccccc1 (stereo unspecified)	2	14	10	-2	-2	-6	-10	3
COc1cc(-c2nnc(COC(=O)CSc3cc(C)c4ccccc4n3)o2)cc(OC)c1OC	5	-2	-14	3	-4	-1	-24	-2
COc1ccc(C(=O)N/N=C\c2ccc(OC)c(COc3ccccc3Br)c2)c(OC)c1	10	-23	-23	3	-19	18	-3	3
O=S(=O)(Nc1ccon1)c1cc(Cl)ccc1Cl	5	4	18	-15	6	2	7	-4
Nc1nc(CSCCO)nc(Nc2ccccc2)n1	-9	-4	-45	-8	-8	-5	2	-7
OC(COC1CCCCC1)CN1CCCCC1 (stereo unspecified)	8	14	6	-33	-3	-5	6	-11
CN(CC(=O)N1CCCC1)S(=O)(=O)c1cccc(Cl)c1	10	-1	-9	/	-3	10	-2	3
Cc1ccc(SCC(=O)OCC(=O)N(CC(C)C)c2c(N)n(Cc3ccccc3)c(=O)[nH]c2=O)c(C)c1	4	18	6	2	-8	20	12	4
COc1ccc(C(Nc2cc(C)ccn2)c2ccc3ccc(C)nc3c2O)cc1 (stereo unspecified)	-8	-15	5	1	-11	6	5	9
CCOC(=O)N1CCC(NC(=O)C2CCCN(Cc3nc(-c4cccc(C)c4)oc3C)C2)CC1 (stereo unspecified)	18	-1	-21	48	1	26	-18	-2
COc1ccc(CC(=O)OCC(=O)Nc2ccc(Cl)c(S(=O)(=O)N(C)C)c2)cc1	12	4	10	-5	6	2	-7	-7
CCn1c(SCC(=O)Nc2ccccc2N2CCCCC2)nc2c1c(=O)n(C)c(=O)n2C	21	6	-13	-12	1	-12	2	7
CC(Sc1c[nH]c2ccccc12)C(=O)O (stereo unspecified)	-7	10	17	-1	-1	10	3	2
N#Cc1c(N2CCN(c3ccc(F)cc3)CC2)nc(N)c2c(N)nc3c(c12)CC(=O)N3C1CC1	-2	/	/	-5	/	/	-5	-15

(list continues)
SMILES	CCR6 antagonist	APJ antagonist	697 NFkB inh	Gli-Sufu antag	UBC13 inh	Jurkat NFkB inh	CXCR6 inh	EBI2 block
CC(C)C(NS(=O)(=O)c1ccc2c3c(cccc13)C(=O)N2)C(=O)O (stereo unspecified)	7	-1	9	1	1	6	-1	3
COc1ccc(CN2CCn3ncc(C(=O)Nc4ccccc4)c3C2=O)cc1	19	3	5	-30	0	-32	0	10
CC(NC(=O)CSc1nc2ccc(N)cc2s1)c1ccccc1 (stereo unspecified)	4	-11	29	0	-5	-2	-4	-3
Cc1ccc(S(=O)(=O)N(C)C)cc1NC(=O)c1cc(-c2ccncc2)nc2ccccc12	1	5	14	-35	-17	-17	6	2
C[C@@H](CN1C2=NC[C@H](C)N2C[C@H]1Cc1ccc(O)cc1)NC(=O)CCC1CCCCC1	-2	-21	-12	5	2	8	-4	-17
COCCNS(=O)(=O)c1ccc2c(c1)n(C)c(=O)n2C	-1	17	24	2	6	10	-3	-1
CN(CC(=O)Nc1ccccc1Cl)C(=O)CSc1nc2ccccc2s1	-5	19	-28	-4	-13	-17	3	0
CCCCN(C(=O)CCC(=O)Nc1cc(C)on1)C(C(=O)NC(C)(C)C)c1cccc(OC)c1OC (stereo unspecified)	12	-2	1	-1	10	-18	0	-12
On1nnc2c3ccccc3c3ccccc3c21	8	-12	-4	-5	-4	-2	-18	-1
S=c1[nH]nc(-c2ccccn2)n1/N=C/c1ccccc1	4	-14	6	6	3	-9	-2	-2
COc1ccc(CNC(=O)c2cnc3scc(C)n3c2=O)cc1	-6	-3	11	2	3	-4	0	3
Cc1ccc(NC(=O)COc2ccc(N3CC(C(N)=O)CC3=O)cc2)c(C)c1 (stereo unspecified)	4	2	10	1	-2	9	-2	-7
CN(Cc1c(F)cccc1Cl)C(=O)C1CC(=O)N(CCc2ccccc2)C1 (stereo unspecified)	8	26	30	-3	2	-7	-4	31
CN(CC(=O)NCc1ccco1)S(=O)(=O)c1ccc2c(c1)n(C)c(=O)c(=O)n2C	8	21	17	-5	4	4	0	2
CSc1ccc(C#N)cc1NC(=O)c1ccccc1C	6	6	12	4	2	-7	-1	10
N#Cc1ccc(-c2ccc(OCC(=O)Nc3cccnc3)cc2)cc1	-5	-33	3	-2	9	35	-27	10
Cc1cc(C)nc(/N=C(/NC(=O)Nc2ccc(Cl)c(Cl)c2)Nc2ccccc2)n1	/	1	29	/	-11	7	/	/
Fc1ccccc1CSc1nncn1NCc1cccs1	-6	-20	2	1	-3	5	-9	1
NC(=O)CN1CCN(c2nc(-c3ccc(F)cc3)cs2)CC1	0	2	3	-31	3	5	-2	-5
COc1ccc(CN2CCC(n3nccc3NC(=O)CCc3ccccc3)CC2)c(C)c1C	20	15	-25	24	-3	-10	10	-3
COc1ccccc1CN(C)CC(=O)NC(=O)NC1CCCCC1	6	0	5	-5	16	-1	-8	-2
O=C(COC(=O)c1ccc(Br)o1)Nc1ncc(Cl)cc1Cl	4	-7	18	0	-4	1	-14	-3
COc1ccccc1NC(=O)C1=C(C)NC2=C(C(=O)CCC2)C1c1ccc(C)o1 (stereo unspecified)	-18	1	9	3	3	-14	4	3
FCCCOc1ccc(-c2ccnc(-c3ccccc3)n2)cc1	8	-8	-20	-12	-4	-10	-8	0
C=CCN1c2ccccc2[C@]23C[C@@H](C(=O)OC)N(C(=O)c4ccc(Br)cc4)C2=NC(C(=O)OC)=C(C(=O)OC)[C@H]13	5	10	0	-3	-6	-9	2	7

(next part)
SMILES	CCR6 antagonist	APJ antagonist	697 NFkB inh	Gli-Sufu antag	UBC13 inh	Jurkat NFkB inh	CXCR6 inh	EBI2 block
CN(C(=O)c1ccc(NC(=O)Cc2ccc(NC(=O)C3CCN(C(=O)C4CCC4)CC3)cc2)cc1)C1CCCC1	0	/	/	-7	/	/	-4	-15
COc1ccc(CCNC(=O)c2sc3nc4n(c(=O)c3c2C)CCC4)cc1	8	1	-19	-4	-6	-7	-1	6
COc1ccc(N2C(=O)CC(SCc3ccc(Cl)cc3)C2=O)cc1 (stereo unspecified)	0	9	8	0	5	-8	-5	1
O=C(CCCN1C(=O)c2ccccc2C1=O)Nc1ccc2c(c1)OCCO2	-1	-23	7	6	-5	-2	6	1
O=C(c1ccc([N+](=O)[O-])cc1)N1CCN(C(=O)c2ccco2)CC1	1	-4	27	-11	4	0	2	-15
Cc1nnc(NC(=O)CCC(=O)N2CCN(CCOc3cccc4ccccc34)CC2)s1	-4	-6	6	7	18	7	-5	-1
CCN(C1CCS(=O)(=O)C1)S(=O)(=O)c1ccc(OC)c(OC)c1 (stereo unspecified)	2	1	-20	1	-5	-11	-8	2
Cc1ccc(S(=O)(=O)NC(=O)Nc2c(C)cccc2C)cc1	-14	7	9	-11	1	16	8	1
C[C@H]1COC(=O)[C@@H](Cc2ccc(F)cc2)C/C=C\C[C@@H](CC(=O)N[C@@H](CO)Cc2ccccc2)C(=O)N1	1	1	3	32	7	-7	-7	-11
S=c1[nH]c2cc(Cl)c3cccnc3c2o1	6	-22	10	24	-5	7	-2	-2
COCCOC(=O)c1[nH]c2c(c1C)C(=O)C(C(=O)OC)C(C)C2 (stereo unspecified)	-6	-2	-69	-61	-10	-64	-12	-4
O=C(COc1ccc2c(-c3ccccc3)cc(=O)oc2c1)NCc1ccccn1	2	-7	24	-11	5	-11	5	6
Nc1nnc(SCC(=O)OCC(=O)c2ccccc2Br)s1	13	4	-20	-2	-6	-5	49*	-4
C=CC12C=CC=CN1C(C(=O)OC)=C(C(=O)OC)C(C(=O)OC)=C2C(=O)OC (stereo unspecified)	-7	6	-6	2	3	6	3	-6
CCOc1ccccc1NC(=O)CCCCCN1C(=O)[C@@H]2Cc3ccccc3CN2C1=O	16	27	-27	-13	3	6	-6	12
COc1cc(C(=O)Nc2ccccc2C(=O)NCc2cccnc2)cc(OC)c1OC	8	1	11	23	3	-8	-2	-2
CCc1cccc(N=c2c([N+](=O)[O-])nn(-c3ccc(Cl)cc3)n2O)c1	10	-55	-6	9	-16	3	-1	-4
N=c1oc2ccccc2cc1C(=O)Nc1ccccc1	-22	6	-100	-81	-10	-127	0	18
C=CCn1c(O)c(N=NC(=S)Nc2ccccc2F)c2cc(S(=O)(=O)N3CCOCC3)ccc21	14	-39	-17	64*	-14	12	0	23
CC(=O)Nc1ccc(SCC(=O)NNC(=O)CN(C)S(=O)(=O)c2ccc(C)cc2)cc1	-2	-8	22	-17	0	-4	-2	4
O=C(Nc1c2c(nn1-c1ccc(Cl)cc1)CS(=O)(=O)C2)c1ccccc1	10	20	-1	-1	2	10	-3	18
O=C(Cc1coc2ccc3ccccc3c12)NCc1ccccc1	2	-1	-21	2	14	-29	-1	14
CCCOC(=O)Nc1ccc(N2CCCCC2)cc1	7	0	-165	-122	-9	-150	-5	-3
COc1cccc(NC(=S)NNC(=O)Cn2nc(C(F)(F)F)cc2C)c1	19	28	2	0	-15	-6	9	9
O=C(CN1C(=O)NC(c2ccccc2)(c2ccccc2)C1=O)N1CCN(c2ccc(F)cc2)CC1	-3	-9	10	7	5	12	4	2

Further results:
SMILES	CCR6 antagonist	APJ antagonist	697 NFkB inh	Gli-Sufu antag	UBC13 inh	Jurkat NFkB inh	CXCR6 inh	EBI2 block
Cc1nn(S(=O)(=O)c2ccc(C(C)(C)C)cc2)c(C)c1S(=O)(=O)N1CCOCC1	2	17	11	-7	0	-6	7	1
CCCCCCCCNCCS(=O)(=O)NCCCCCCCC	23	/	/	7	/	/	5	-1
O=C1CN(C(=O)OCc2ccccc2)c2ccccc2N1	14	0	-47	-45	-4	-31	-4	-4
Oc1cc2c(cc1O)CN(C(=S)NCCc1ccc(Cl)cc1)CCC2	6	-5	-29	3	0	13	-7	19
Cc1ccc(C(=O)Nc2ccc(N3CCN(C)CC3)nc2)cc1	-8	-5	10	0	2	-11	0	4
O=C(Nc1cc(S(=O)(=O)N2CCOCC2)ccc1O)c1ccc(NS(=O)(=O)c2ccc(Cl)s2)cc1	-12	-18	20	1	-7	14	-8	-15
O=C1CCCc2ccc3ccccc3c21	10	/	/	7	/	/	-6	0
CN(C1CCCCC1)S(=O)(=O)c1ccc(NC(=S)NC(=O)c2cccs2)cc1	39	35	12	63*	2	19	26	26
CC(C)(C)c1nnc(NC(=O)C2CCN(c3ncccn3)CC2)s1	8	-4	7	0	3	-1	8	-1

Part of the list above in order of molecular weight, smallest number first.
SMILES	CCR6 antagonist	APJ antagonist	697 NFkB inh	Gli-Sufu antag	UBC13 inh	Jurkat NFkB inh	CXCR6 inh	EBI2 block
Cc1ccc(C(=O)Nc2ccc(N3CCN(C)CC3)nc2)cc1	-8	-5	10	0	2	-11	0	4
CC(C)(C)c1nnc(NC(=O)C2CCN(c3ncccn3)CC2)s1	8	-4	7	0	3	-1	8	-1
CCCCCCCCNCCS(=O)(=O)NCCCCCCCC	23	/	/	7	/	/	5	-1
Oc1cc2c(cc1O)CN(C(=S)NCCc1ccc(Cl)cc1)CCC2	6	-5	-29	3	0	13	-7	19
CN(C1CCCCC1)S(=O)(=O)c1ccc(NC(=S)NC(=O)c2cccs2)cc1	39	35	12	63*	2	19	26	26
